# Assay outcomes: PubChem, National Center for Advancing Translational Sciences (NCATS)
# IMPase inh = qHTS Assay for Identifying the Cell-Membrane Permeable IMPase Inhibitors. Inositol monophosphatase 1 (Rattus norvegicus), P97697. CHO-M1 cells, IP1 accumulation, HTRF TR-FRET ratio. inhibition (IP1 accumulation), % at 46.1 µM. 120,000 tested, under 10 active. AID 901, 2007; active means well fitted curve in the direction sought with a large enough effect in the signal ratio, not every such curve was filed as active; inconclusive means small, poorly fitted or top-dose-only effect, or a change in a side signal; inactive means no such curve, though single readings can be large or run the other way; the % refers to the signal ratio;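 further: cells stimulated with carbachol in lithium chloride buffer; plate controls were DMSO basal wells for no effect and reference inhibitor wells for full effect; higher means more IMPase inhibition seen as more IP1 and lower FRET ratio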
# Target sequence (P97697 whole entry, looked up): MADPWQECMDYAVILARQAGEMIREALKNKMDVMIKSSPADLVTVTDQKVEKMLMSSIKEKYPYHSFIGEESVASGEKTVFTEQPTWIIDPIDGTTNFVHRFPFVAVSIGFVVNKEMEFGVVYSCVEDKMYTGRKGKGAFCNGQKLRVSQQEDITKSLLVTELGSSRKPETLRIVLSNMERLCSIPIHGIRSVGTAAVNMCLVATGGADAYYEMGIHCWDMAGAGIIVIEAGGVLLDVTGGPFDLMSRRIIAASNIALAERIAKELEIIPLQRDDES
#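 CHO-M1 cells (CHO stably expressing M1 receptor), compound up to 46 uM final, stimulated with carbachol (50 uM as added) in buffer with 50mM LiCl, pH 7.4, 30 min at 37C. Cytosolic IP1 read by TR-FRET; AC50 from Hill fits.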
# 12-hLO inh = qHTS Assay for Inhibitors of 12-hLO (12-human lipoxygenase) | Polyunsaturated fatty acid lipoxygenase ALOX12 (Homo sapiens), P18054 | purified 12-hLO, xylenol orange hydroperoxide absorbance | Potency, µM (highest dose often 57.1 µM), for the others: at the top dose activity change, negative = inhibition, actives largely listed as inhibitors | 0.12% of 150,000 active | AID 1452, 2008; further: potency means the concentration at half of the fitted maximal effect; nearly all actives have a fitted effect of over 55% in size; many of its hits are not listed in these tables
# Target sequence (P18054 whole entry, looked up): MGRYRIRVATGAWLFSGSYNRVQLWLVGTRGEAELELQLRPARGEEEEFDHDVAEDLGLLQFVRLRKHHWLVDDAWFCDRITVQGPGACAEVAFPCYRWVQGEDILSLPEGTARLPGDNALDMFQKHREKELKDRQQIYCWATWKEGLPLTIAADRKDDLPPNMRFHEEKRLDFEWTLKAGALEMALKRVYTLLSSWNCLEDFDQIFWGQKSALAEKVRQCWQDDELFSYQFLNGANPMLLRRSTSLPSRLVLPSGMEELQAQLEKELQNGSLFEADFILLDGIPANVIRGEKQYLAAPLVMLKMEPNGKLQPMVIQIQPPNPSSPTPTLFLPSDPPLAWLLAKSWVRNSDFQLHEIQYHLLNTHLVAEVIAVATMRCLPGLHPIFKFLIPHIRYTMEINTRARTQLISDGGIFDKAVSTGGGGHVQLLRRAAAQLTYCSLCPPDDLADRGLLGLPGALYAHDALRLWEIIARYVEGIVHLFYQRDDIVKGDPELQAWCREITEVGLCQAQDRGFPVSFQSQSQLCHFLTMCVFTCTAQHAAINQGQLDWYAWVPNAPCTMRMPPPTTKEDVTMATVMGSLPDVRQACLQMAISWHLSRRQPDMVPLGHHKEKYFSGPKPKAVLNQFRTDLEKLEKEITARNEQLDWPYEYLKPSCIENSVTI
#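 150 nM 12hLO, 25 mM Hepes pH 7.0 + 0.01% Triton X-100; cpd preinc 15 min RT; 40 uM arachidonic acid, 30 min RT; Fe-XO 30 min; A573/A405 ratio as read-out.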
# PNC inhibitor = High Content Assay for Compounds that inhibit the Assembly of the Perinucleolar Compartment; PC3M PTB-GFP, PNC prevalence imaging, 16 h; stronger effect = lower value; activity change (PNC), negative = inhibition, % at 10 µM; 3.1% of 140,000 active; AID 2417, 2010;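 active means readout at or below -70, meaning at least 70% loss of cells showing the perinucleolar compartment, a nuclear body marking cancer cells; inconclusive means readout between -30 and a set limit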;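 further: plate controls were DMSO wells for no effect and camptothecin positive control wells for full effect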
#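 Read-out is percentage of cells bearing a perinucleolar compartment, from automated 20x imaging of fixed, Hoechst-stained PC3M PTB-GFP cells. Cells were seeded 4 h, then exposed 16 h to compound (23 nl of library stock) in duplicate plates.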
# 15-hLO-2 inh = qHTS Assay for Inhibitors of 15-hLO-2 (15-human lipoxygenase 2) | Polyunsaturated fatty acid lipoxygenase ALOX15B (Homo sapiens), O15296 | purified 15hLO-2, xylenol orange hydroperoxide absorbance | Potency, µM (top dose mostly 57.1 µM), inactives show at the highest dose activity change, negative = inhibition, most hits filed as inhibitors | 0.56% of 110,000 active; further: potency means the concentration at half of the fitted maximal effect; nearly all actives have a fitted effect of over 60% in size; many of its hits are not listed in these tables
#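 Read-out: hydroperoxide product oxidises ferrous iron, measured as xylenol orange complex via the 573-to-405 nm absorbance ratio after 30 min. Reaction: 50 nM enzyme, 15 min compound preincubation, 45 uM arachidonic acid, 90 min RT, Hepes pH 7.5 with Triton X-100.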
# An asterisk follows results filed as active; ? = inconclusive; · = no result given; [ ] = remark or other dose. Unless noted, the call rests on the fitted dose curve; in most records, active means well fitted curve in the direction sought with a large enough effect; inconclusive means small, poorly fitted or top-dose-only effect, or another doubt; inactive means no such curve, though single readings can be large; an effect the other way counts as inactive or inconclusive. Unless noted, on the % scale 0 is the no-effect control and ±100 the full control effect.
SMILES,IMPase inh,12-hLO inh,PNC inhibitor,15-hLO-2 inh
CC(C)(C)C(=O)Nc1ccc(Oc2ccc3c(c2)C(=O)N(c2ccc(O)cc2)C3=O)cc1,1,4%,-22,-14%
N=c1n(CCN2CCCCC2)c2ccccc2n1CC(O)c1ccc(Cl)c(Cl)c1 (stereo not drawn),4,5%,-27,56%[activator]
NC(=O)c1oc2ccc(Cl)cc2c1N,-9,-11%,26,-2%
Cc1n[nH]c(C)c1C(=O)CC1(O)C(=O)N(Cc2ccccc2)c2ccc(Br)cc21 (stereo not drawn),9,11%,?,-5%
O=C(NC(C(=O)c1ccccc1)n1ccc(=O)[nH]c1=O)c1ccccc1 (stereo not drawn),-3,1%,1,-3%
Cc1cc(C)c(NN=c2c(=O)c3ccccc3c2=O)c(C)c1,1,-3%,21,-1%
CCOC(=O)C(Cc1ccccc1)C(=O)Nc1cccc(C)c1 (stereo not drawn),-4,-1%,40,·
Cc1ccc(-n2nc(C)c3c2OC(N)=C(C#N)C3c2ccc(F)cc2)cc1 (stereo not drawn),-2,11%,-8,-4%
CC1OC2C(OC1C)N(S(C)(=O)=O)CCN2S(C)(=O)=O (stereo not drawn),-1,-2%,8,-4%
Cc1ccc(S(=O)(=O)N(CC(=O)Nc2ccccc2-c2ccccc2)c2ccc(C)cc2C)cc1,9,-6%,-18,·
Cc1ccc(-n2c(-c3cccs3)nc3nc4ccccc4nc32)cc1,2,-2%,-14,·
CC(=O)Nc1ccccc1OCC(=O)c1cc(C)n(Cc2cccs2)c1C,6,2%,?,1%
O=C(Nc1nc(-c2ccco2)cs1)c1ccccc1,6,-8%,27,-16%
O=C(CSc1ccccn1)Nc1ccc(Br)cn1,6,2%,-14,-3%
COC(=O)[C@H](C)NC(=O)NC(C)CCc1ccccc1 (stereo partly drawn),-2,-4%,-15,-9%
COc1ccc(C(=O)CC2OC(=O)c3ccccc32)cc1OC (stereo not drawn),-5[1.84 µM],0%,33,·
Cc1cc(N)n2nc(-c3ccccc3)cc2n1,·,-3%,-9,·
N#C[C@H](Cc1ccc(O)cc1)c1ccc(O)cc1,-2,-2%,·,10%
CCCCCCn1c(SCCN2CCOCC2)nc2c1c(=O)[nH]c(=O)n2C,-2,-4%,-10,0%
Cc1ccc(-c2csc(/C(C#N)=C/Nc3ccc4c(c3)OCCO4)n2)cc1,-1,2%,-18,·
C=CCn1c(=N)c(C#N)cc2c(=O)n3ccccc3nc21,-12,5%,18,·
CCOC(=O)c1c(NC(=S)NC(=O)c2cnn(CC)c2)sc2c1CCC(C)C2 (stereo not drawn),0,-15%,18,-21%
COc1ccc(NC(=O)Cc2cccs2)c(OC)c1,2,3%,?,-10%
O=C(Nc1nc(-c2ccc(S(=O)(=O)N3CCCCCC3)cc2)cs1)c1ccccc1,2,15%,32,17%
C=CCN=C1CC(C)(C)CC(=O)/C1=C(/O)CCC(=O)OC,8,5%,39,·
COC(=O)[C@@H](NC(=O)Nc1ccc2c(c1)OCCO2)C(C)C,?,-2%,?,1%
O=C(CCn1c(=O)oc2ccccc21)NCc1cccs1,-10,4%,23,·
FC(F)(F)c1cc(NCc2cccs2)n2ncnc2n1,-1,7%,-25,5%
CNC(=O)c1sccc1S(=O)(=O)Cc1c(Cl)cccc1Cl,-4,0%,48,-1%
CCS(=O)CCSc1nc2ccccc2s1 (stereo not drawn),-1,-2%,97,-9%
CCCc1cc(C(=O)NCc2ccco2)no1,-1,-4%,12,1%
O=C(/C=C/Nc1ccccc1)c1ccc(Oc2ncccn2)cc1,8,7%,15,·
Cc1csc2nc(CNS(=O)(=O)c3ccc(-c4ccccc4)cc3)cn12,-7,2%,11,·
CC1(C)C(=O)C2(CCCCC2)C(=O)OC1c1cccn1-c1ccc([N+](=O)[O-])cc1 (stereo not drawn),4,-5%,-87*,·
CCCCNC(=O)c1cc2c(=O)n3cccc(C)c3nc2n1C,-4,1%,-20,-8%
O=C(C1CCN(S(=O)(=O)c2ccc3ccccc3c2)CC1)N1CCN(c2ncccn2)CC1,?,-2%,-2,-1%
CCCn1cnc2c(SCC(=O)O)nc(N)nc21,·,1%[11.4 µM],·,-6%[11.4 µM]
COc1cc(OC)cc(-c2n[nH]c(=S)n2-c2ccc3c(c2)OCO3)c1,·,-3%,-104*,·
CSc1nn(CCc2ccncc2)c(=S)s1,3,-9%,34,3%
CC(C)CN(/C=N/c1sc2c(c1C#N)CCCCC2)CC(C)C,4,2%,29,1%
c1cnc(Oc2ccc3oc4ccccc4c3c2)nc1,-10,-1%,?,1%
c1ccc(CCc2nn3c(Cn4cnc5ccccc54)nnc3s2)cc1,3,6%,7,5%
Cc1ccc(CNC(=O)C(=O)NCC2OCCN2C(=O)c2cccs2)cc1 (stereo not drawn),-4,1%,77,·
CCOC(=O)CS(=O)(=O)c1ccc2ccccc2c1,-3,-2%,5,-2%
CCOC(=O)CN1C(=O)C(Sc2n[nH]c(-c3ccc(C)cc3)n2)CCc2ccccc21 (stereo not drawn),-1,-10%,70,-3%
CCn1c(C)c2c([n+]1CC)CC(C)(C)CC2=O,2,0%,27,-13%
COc1cccc(-n2nnc3c(=O)n(Cc4c(F)cccc4Cl)cnc32)c1,0,-2%,6,·
CCC1(C)CC(=O)NC1=O (stereo not drawn),·,-1%,·,-1%
COC(=O)[C@@H]1C[C@@]2(O)[C@@H](O)[C@@H](O)[C@@H](O)C[C@H]2N1Cc1ccc(Cl)cc1,·,-4%,·,0%
CC1CCCC(NC(=O)COC(=O)c2ccc(N(C)C)cc2)C1C (stereo not drawn),-1,8%,-7,-5%
CCc1cccc2c(C(=O)COC(=O)c3ccc([N+](=O)[O-])s3)c[nH]c12,·,-6%,7,·
O=C(NC(Cc1c[nH]c2ccccc12)c1nnc2n1CCCCC2)c1cccs1 (stereo not drawn),-3,-4%,19,6%
O=C(Nc1ccc(NC(=O)C23CC4CC(CC(C4)C2)C3)cc1)c1cc(F)c(F)cc1Cl,3,3%,-27,·
COC(=O)C1=C(C)NC(=O)C1(NC(=O)c1cccnc1)C(F)(F)F (stereo not drawn),-6,10%,?,·
COc1cc(OC)c(-c2nnc(-c3ccc(OC)c(OC)c3OC)o2)cc1OC,-14,-4%,-2,-1%
O=C(CN1C(=O)NC2(CCc3ccccc32)C1=O)c1ccc2c(c1)OCCO2 (stereo not drawn),5,-1%,14,-11%
CCc1ccc(N(CC(=O)Nc2nc3ccc(C)cc3s2)S(=O)(=O)c2c(C)noc2C)cc1,11,-22%,48,10%
COc1ccc(C2NC(=O)NC(C)=C2C(=O)OCc2ccc3c(c2)OCO3)cc1OC (stereo not drawn),14,-3%,?,·
CC(=O)Nc1ccc(S(=O)(=O)N2CCN(C(=O)c3cccnc3)CC2)cc1,-4,-1%,-16,0%
CCOC(=O)C1CCN(C(=O)COc2ccc(Cl)cc2)CC1,3,1%,47,5%
# Continuation.
SMILES,IMPase inh,12-hLO inh,PNC inhibitor,15-hLO-2 inh
CCC(=O)Nc1ccc(Cl)c(NC(=S)NC(=O)COc2ccc(Cl)cc2)c1,·,0%,-12,·
COc1ccc(NC(=O)Cn2cnc3c(cnn3-c3ccc(C)c(C)c3)c2=O)c(OC)c1,6,-4%,17,?
Cc1oc2ccc(OCC(N)=O)cc2c1C(=O)OC(C)C,-4,-5%,42,3%
CCCCC(=O)Nc1nnc(SCC(=O)NC2CCCC2)s1,5,7%,-20,-6%
CCCNC(=O)CCC(NS(=O)(=O)c1ccc(C)cc1)C(=O)NCCC (stereo not drawn),4,-4%,-16,-2%
NC(=O)c1cn(-c2ccccc2)nc1-c1cc2ccccc2oc1=O,2,-4%,13,0%
CCN1CCN(CC(=O)Nc2ccc(C)cc2C)C(=O)C1=O,-9,-3%,-15,3%
CNC(=O)CSCc1cnn(-c2ccccc2)c1-n1cccc1,0,8%,?,1%
OC[C@H]1O[C@@H](n2cnc3c(NCCc4ccccc4)ncnc32)[C@H](O)[C@H]1O,8,-2%,·,-10%
C=CCN(c1ccccc1)S(=O)(=O)c1cccc(C(=O)Nc2nnc(SCC)s2)c1,·,-1%,-6,·
Cc1ccc(OCC(=O)N2CCN(c3ccc([N+](=O)[O-])c(N4CCOCC4)c3)CC2)cc1,4,-12%,14,-9%
CC(=O)C(Sc1ccc2nnc(-c3ccncc3)n2n1)C(C)=O,-15,1%,22,·
CC(C)(CCC(C)(C)c1ccccc1)c1ccccc1,·,2%[11.4 µM],·,-8%[11.4 µM]
COc1ccc(CCNC(=O)CSc2nc(C)nc3c2oc2ccccc23)cc1OC,5,4%,-2,·
Cc1ccc(N2CC(C(=O)Nc3ccc(S(=O)(=O)N4CCOCC4)cc3)CC2=O)cc1 (stereo not drawn),3,-4%,23,-10%
CCCCCn1c(CN2CCN(c3cccc(Cl)c3)CC2)nc2c1c(=O)n(C)c(=O)n2C,15,-6%,-5,31%[activator]
Cc1ccc2cccc(O)c2[n+]1[O-],0,-16%,?,-10%
COc1ccc(/C=C/C(=O)c2ccc3c(c2)OCCO3)cc1[N+](=O)[O-],-13,-7%,-7,-1%
Cc1cc(C(=O)COC(=O)c2ccc[nH]c2=O)c(C)n1-c1ccccc1,·,-5%,-13,·
O=C1CCCN1CCCNc1ccc(S(=O)(=O)N2CCCCC2)cn1,-5,5%,5,-1%

# In a second layout: entries from further up.
# Screens in order – IMPase inh, 12-hLO inh, PNC inhibitor, 15-hLO-2 inh
> CCCCC(=O)Nc1nnc(SCC(=O)NC2CCCC2)s1
 : 5, 7%, -20, -6%
> CCCNC(=O)CCC(NS(=O)(=O)c1ccc(C)cc1)C(=O)NCCC (stereo not drawn)
 : 4, -4%, -16, -2%
> NC(=O)c1cn(-c2ccccc2)nc1-c1cc2ccccc2oc1=O
 : 2, -4%, 13, 0%
> CCN1CCN(CC(=O)Nc2ccc(C)cc2C)C(=O)C1=O
 : -9, -3%, -15, 3%
> CNC(=O)CSCc1cnn(-c2ccccc2)c1-n1cccc1
 : 0, 8%, ?, 1%
> OC[C@H]1O[C@@H](n2cnc3c(NCCc4ccccc4)ncnc32)[C@H](O)[C@H]1O
 : 8, -2%, ·, -10%
> C=CCN(c1ccccc1)S(=O)(=O)c1cccc(C(=O)Nc2nnc(SCC)s2)c1
 : ·, -1%, -6, ·
> Cc1ccc(OCC(=O)N2CCN(c3ccc([N+](=O)[O-])c(N4CCOCC4)c3)CC2)cc1
 : 4, -12%, 14, -9%
> CC(=O)C(Sc1ccc2nnc(-c3ccncc3)n2n1)C(C)=O
 : -15, 1%, 22, ·
> CC(C)(CCC(C)(C)c1ccccc1)c1ccccc1
 : ·, 2%[11.4 µM], ·, -8%[11.4 µM]
> COc1ccc(CCNC(=O)CSc2nc(C)nc3c2oc2ccccc23)cc1OC
 : 5, 4%, -2, ·
> Cc1ccc(N2CC(C(=O)Nc3ccc(S(=O)(=O)N4CCOCC4)cc3)CC2=O)cc1 (stereo not drawn)
 : 3, -4%, 23, -10%
> CCCCCn1c(CN2CCN(c3cccc(Cl)c3)CC2)nc2c1c(=O)n(C)c(=O)n2C
 : 15, -6%, -5, 31%[activator]
> Cc1ccc2cccc(O)c2[n+]1[O-]
 : 0, -16%, ?, -10%
> COc1ccc(/C=C/C(=O)c2ccc3c(c2)OCCO3)cc1[N+](=O)[O-]
 : -13, -7%, -7, -1%
> Cc1cc(C(=O)COC(=O)c2ccc[nH]c2=O)c(C)n1-c1ccccc1
 : ·, -5%, -13, ·
> O=C1CCCN1CCCNc1ccc(S(=O)(=O)N2CCCCC2)cn1
 : -5, 5%, 5, -1%

# This is a subset. The share of hits here may be higher or lower than overall.
